BRCA1 expr act = qHTS Assay to Identify Small Molecule Activators of BRCA1 Expression; Potency, µM (series often up to 46.1 µM), inactives show top-dose activation, usual class: activators; AID 624202, 2012; 1.1% of 380,000 active; MCF7-BRCA1-FFLuc reporter, luminescence, 48 h; response scale: scaled: vehicle 0%, 10 µM genistein 100%; active means well fitted activation curve with a large enough effect; further: nearly all actives have a fitted effect of over 80% in size; some results filed as inactive show a strong effect at the top dose
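Reporter cells (MCF7, BRCA1 promoter-firefly luciferase) received library compounds across a concentration series for 48 h. End-point luminescence was measured and concentration-effect curves derived after normalization.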
* marks the source's active call; other numbers are inactive results. Potency means the concentration at half of the fitted maximal effect. Not all compounds are listed, so the mix of outcomes need not match the whole.

SMILES | BRCA1 expr act
COC(=O)c1ccc2nc(-c3ccccc3)c(Cc3ccc(OC)cc3C)n2c1 | 0.6%
COC(=O)[C@@]1(Sc2ccc(C)cc2)CC(=O)N(C(=O)c2ccccc2)[C@@H]1c1ccccc1 | 17.7%
CN(Cc1cn(Cc2ccccc2)nn1)C1CN(Cc2cn(Cc3ccccc3)nn2)S(=O)(=O)C1 (stereo not given) | 5.0%
CCc1nc2ccc(C(=O)Nc3ccc(OC)c(OC)c3)cn2c1N(C)C(=O)c1cccc(OC)c1 | -10.0%
CCCCOc1ccc(CNC(=O)CCCN2C(=O)CSc3c2c(C)nn3-c2ccccc2)cc1 | -44.8%
O=c1[nH]c(=S)[nH]c2c1C(C1CCCCC1)OC(C1CCCCC1)C2 (stereo not given) | -36.6%
Cc1ccc(-c2nc3cc(C)c(Br)c(C)n3c2Cc2ccsc2)cc1 | -36.6%
COc1ccc(C(=O)c2oc3ccccc3c2NC(=O)COc2c(C)cc(C)cc2C)cc1 | 2.9%
COc1ccccc1CNc1nc(NCc2ccccc2OC)c2sccc2n1 | -51.4%
Cc1ccc(S(=O)(=O)CCC(=O)N2CCN(c3nc4c(C)c(Cl)ccc4s3)CC2)cc1 | -0.1%

Part of the list above, as labelled records.
smiles: Cc1ccc(-c2nc3cc(C)c(Br)c(C)n3c2Cc2ccsc2)cc1
  BRCA1 expr act: -36.6%
smiles: COc1ccc(C(=O)c2oc3ccccc3c2NC(=O)COc2c(C)cc(C)cc2C)cc1
  BRCA1 expr act: 2.9%
smiles: COc1ccccc1CNc1nc(NCc2ccccc2OC)c2sccc2n1
  BRCA1 expr act: -51.4%
smiles: Cc1ccc(S(=O)(=O)CCC(=O)N2CCN(c3nc4c(C)c(Cl)ccc4s3)CC2)cc1
  BRCA1 expr act: -0.1%

(list continues)
SMILES | BRCA1 expr act
CSc1ccc(/C=C/c2nc3ccccc3n2S(=O)(=O)c2cccc(Cl)c2)cc1 | -1.2%
Cc1ccc(S(=O)(=O)n2nc(-c3ccccc3)nc2NCc2ccc(Cl)cc2)cc1 | -0.1%
CCCCNC(=O)C1(C)CCCCCN1Cc1cccc2c(OC)cc(C(=O)OCC)cc12 (stereo not given) | -47.0%
COC1=CC(=O)c2nc(Cl)ccc2C1=O | -74.7%
OCC1OC(n2cnc3c(NO)ncnc32)C(O)C1O (stereo not given) | -8.6%
COc1ccc2c(c1)c(=O)c(C(=O)c1ccc(Cl)cc1)cn2CC(=O)Nc1ccc2c(c1)OCCO2 | -9.2%
CC1(C(=O)NCc2ccccc2)Cc2c(-c3ccc4c(c3)OCO4)ccnc2O1 (stereo not given) | -48.8%
O=C(/C=C/[C@H]1O[C@@H](n2cnc3c(NC(=O)c4ccccc4)ncnc32)[C@H](O)[C@@H]1O)NCc1cccs1 | 12.0%
CCc1nc2c(OCc3ccc(F)cc3)cccn2c1N(C)C(=O)c1ccncc1 | 11.5%
COc1ccc(Nc2ncc(C(=O)Nc3cc(Cl)c(OC)cc3OC)c3ccccc23)cc1 | -3.2%
COc1ccc(CN2C[C@@H](CO)O[C@@H](n3cnc4c(N5CCN(CCO)CC5)ncnc43)C2)cc1 | -1.0%
COc1ccc(S(=O)(=O)c2nnn(-c3ccc(C)c(Cl)c3)c2C)cc1 | -7.6%
CN(C)c1ccc(CC(=O)N2CCCCC2c2cc(C(=O)Nc3cccc(C#N)c3)no2)cc1 (stereo not given) | -8.6%
CCCNC(=O)C1(C)CCCN(C(=O)/C=C/c2ccccc2)C1 (stereo not given) | 33.5%
CC(C)(C)C(=O)c1c(N)[nH]c(C(=O)c2ccccc2)c1-c1cc2ccccc2nc1Cl | 21.3%
O=C(Nc1c(C(=O)c2ccc(F)cc2)oc2ccccc12)c1cc(-c2ccccc2)on1 | 8.5%
COc1ccc(C(=O)Nc2cc(-c3cccc(C)c3)nn2-c2ccccc2)cc1 | 2.4%
O=C(Nc1ccccc1)c1cc(C2CCCCN2C(=O)c2ccc3c(c2)CCO3)on1 (stereo not given) | 0.0%
CCc1nc2ccc(C(=O)NCCN3CCCC3)cn2c1N(C)Cc1ccc(OC)cc1 | 3.4%
CC(=O)Nc1ccc(/C=C2\C=C(C(O)c3ccc(NC(C)=O)cc3)c3ccccc32)cc1 (stereo not given) | 14.5%
Cc1ccc2nc(-c3ccc(C)o3)c(Nc3ccc(F)cc3)n2c1 | 14.3%
CCC(c1nnnn1-c1ccc2c(c1)OCCO2)N1CCN(c2ccc(OC)cc2)CC1 (stereo not given) | -13.2%
CCc1nc2c(OCC(=O)N3CCOCC3)cccn2c1N(C=O)Cc1ccccc1 | 10.6%
CCCCNC(=O)C[C@@H]1C[C@@]2(C(=O)OCC)CCC=C2N(Cc2ccco2)C1=O | -2.6%
CCOC(=O)c1ccc(N2C(=O)c3n[nH]c(-c4ccco4)c3C2c2cccc(OC)c2)cc1 (stereo not given) | -76.8%
CC(C)C(=O)Nc1nnc2n1CCS2 | 8.0%
COCCn1c(SCC(=O)Nc2ccc(Br)cc2)nc2c([nH]c3ccccc32)c1=O | 13.8%
COc1ccc(Cl)cc1-c1noc([C@@H]2O[C@H](CO)[C@H](O)[C@H](O)[C@H]2O)n1 | 35.0%
CCCCn1nnnc1C(c1cc2ccccc2o1)N1CCN(c2cc(C)nc3ccccc23)CC1 (stereo not given) | -63.6%
CC1(C(=O)NS(=O)(=O)c2ccccc2)CCN1C(=O)CC1CC1 (stereo not given) | 11.0%
COc1ccc(-c2cc(C(F)(F)F)nc(SCC(=O)Nc3ccc(O)cc3)n2)cc1OC | 0.0%
COc1ccc(CN(C)C(=O)[C@H]2O[C@@H](n3cnc4c(N)ncnc43)[C@H](O)[C@@H]2O)cc1OC | 5.3%
Cc1cc2nc(-c3cccc(Cl)c3)c(CC3CCCCC3)n2c(C)c1Br | -9.5%
CCCc1c(-c2ccc(F)cc2)ncn1CCc1ccccc1OC | -22.1%
O=C(c1ccc(CSc2ccc(Cl)cc2)o1)N1CCOCC1 | 58.8%
Cn1c(-c2cccc(Br)c2)cnc1NCc1cccc(F)c1 | -37.1%
c1ccc(CCNc2cc(-c3ccc4ccccc4c3)nc3ccnn23)nc1 | 17.3%
Cn1c(NCCN2CCCC2)nc2cc(-c3ccsc3)sc2c1=O | -11.7%
Cc1cccnc1C(NC(=O)C1CCN(CCOc2ccc(F)cc2)CC1)c1ccc(F)cc1 (stereo not given) | -28.8%
Cc1ccccc1OCC(=O)NCC(=O)OC(c1ccccc1)c1ccccc1 | 5.7%
CC(=O)c1ccc(NC(=O)Cn2c(=O)n(Cc3ccco3)c(=O)c3sc4ccccc4c32)cc1 | -10.7%
O=C(NCCc1ccccc1F)c1[nH]c(C(F)(F)F)nc1-c1ccccc1 | 6.4%
COc1ccc(-c2nc3cc(C)c(Br)c(C)n3c2Cc2cccc(F)c2)cc1OC | -49.9%
CC1(c2nnnn2-c2ccc3c(c2)OCCO3)CCC(=O)N1CCc1ccc(O)cc1 (stereo not given) | 5.6%
COc1cccc(NC(=O)C(Cc2ccccc2)NS(=O)(=O)c2ccc3c(c2)c(=O)n(C)c(=O)n3C)c1 (stereo not given) | 0.0%
COc1ccc(S(=O)(=O)N2CCC[C@H]2C(=O)N2CCC[C@H]2C(=O)N(C)Cc2ccccc2)cc1C | 11.1%
Cc1ccccc1CNC(=O)c1ccc2nc([C@@H]3O[C@H](CO)[C@H](O)[C@H](O)[C@H]3O)[nH]c2c1 | 0.0%
O=NN(CCF)C(=O)NC1CCS(=O)(=O)CC1 | 6.5%
O=C1CCc2cc(S(=O)(=O)Nc3cccc(Cl)c3)ccc2N1 | 18.5%
CC(C)C[C@H]1COc2cc(N3CCC[C@H]3CO)ccc2S(=O)(=O)N1 | 11.2%

(continued)
SMILES | BRCA1 expr act
O=C(CNC(=O)c1ccc(F)cc1)OCc1cc(=O)n2ccsc2n1 | -14.7%
Cc1ccc(C(=O)Nc2cc3nn(-c4ccccc4)nc3cc2Cl)c(C)c1 | 11.2%
CC(=O)Nc1ccc(-c2ccnc3c2CC(C)(C(=O)Nc2ccc(F)c(Cl)c2)O3)cc1 (stereo not given) | -22.1%
CC1(C(=O)NS(=O)(=O)C2CC2)CCN(C(=O)CSc2ccccc2)C1 (stereo not given) | 17.3%
COc1ccc(CN2C(=O)C(NC(=O)c3ccccc3C)(C(F)(F)F)N=C2c2ccccc2)cc1 (stereo not given) | 0.4%
Cc1ccc(Nc2nc(Nc3ccc(Cl)cc3)nc(N3CCOCC3)n2)cc1 | -19.9%
CCOC(=O)c1c(C)[nH]c(C)c1S(=O)(=O)N(C)CC(=O)Nc1ccc(C)cc1C | 0.0%
CC(=O)c1cccc(-c2ccnc3c2CC(C(=O)NCC2CC2)O3)c1 (stereo not given) | -18.6%
CCOc1ccc(-n2c(-c3ccccc3)c(C)n3c4c(=O)n(C)c(=O)n(C)c4nc23)cc1 | -13.0%
CN1CCN(C2CN(Cc3cn(Cc4ccccc4C(F)(F)F)nn3)S(=O)(=O)C2)CC1 (stereo not given) | 9.0%
CCCCNC(=O)c1ccc2c(c1)NC(=O)C(C(C)C)N2 (stereo not given) | -10.7%
CCOC(=O)C(=O)N(C)c1c(CC)nc2c(OCc3cc(Cl)cc(Cl)c3)cccn12 | -26.8%
O=C(CC[C@H]1O[C@@H](n2ccc(=O)[nH]c2=O)[C@H](O)[C@@H]1O)N[C@H](Cc1ccccc1)C(=O)NCc1ccc2c(c1)OCO2 | 14.3%
COc1ccc(NC(=O)Cc2ccc(NC(=O)N3CCCCc4ccccc43)cc2)c(OC)c1 | 6.3%
O=C(Nc1ccccc1)c1cc(C2CCCCN2S(=O)(=O)c2ccc(F)cc2F)on1 (stereo not given) | -8.4%
CC1(C(=O)NS(=O)(=O)c2cccc(OC(F)F)c2)CCN1C(=O)CC(c1ccccc1)c1ccccc1 (stereo not given) | 0.1%
Cc1cc[n+](C)c2ccccc12 | 7.6%
CC(C)c1ccccc1NC(=O)CN(c1ccccc1)S(=O)(=O)N(C)C | 0.0%
CCOc1ccc(NC(=O)Cn2cc(C(=O)c3ccccc3)c(=O)c3cc4c(cc32)OCO4)cc1 | -3.2%
Nc1nc2c(ncn2[C@@H]2O[C@H](CNS(=O)(=O)N3CCc4ccccc4C3)[C@@H](O)[C@H]2O)c(=O)[nH]1 | 11.0%
Cc1ccc(S(=O)(=O)N2C[C@@]3(O)Cn4c(=O)ccc(=O)n4C[C@@]3(OC(=O)NCc3ccccc3F)C2)cc1 | 43.2%
CC(C)CNC(=O)N1CCN(S(=O)(=O)c2ccc3c(ccn3C)c2)CC1 | 2.8%
Cc1ccccc1OCC(=O)Nc1ccc2nc(SCC(N)=O)sc2c1 | 17.5%
O=C1CCCC[C@@H](O)[C@H](O)C[C@H](c2ccccc2)O1 | 0.0%
CC(=O)Nc1ccc(C(=O)N2CCCCC2c2cc(C(=O)NCc3cccnc3)no2)cc1 (stereo not given) | 3.6%
COc1cc(C(O)c2nc(-c3ccccc3)cs2)ccc1F (stereo not given) | -30.8%
Cc1cccc(NC(=O)COC(=O)c2ccccc2OCc2cccc(Br)c2)c1 | 0.0%
C[C@H](c1ccccc1)N1C[C@@H](COCc2ccccc2)Oc2cc(N3CC[C@H](O)C3)ccc2S1(=O)=O | 0.0%
CC(C)n1c(=O)c2ccccc2n1C(=O)c1ccccc1 | -4.0%
Cn1c(=O)c2cc(NC(=O)Cc3ccccc3F)ccc2n1C/C=C/c1ccccc1 | 30.5%
CC(=O)c1ccc(NC(=O)C2CCN(S(=O)(=O)c3c(C)noc3/C=C/c3ccc(C)cc3)CC2)cc1 | 13.2%
Cc1ccccc1S(=O)(=O)NC(=O)C1(C)CCN1C(=O)C1CCCCC1 (stereo not given) | -4.8%
CN1CCC(N2CCN(C3CN(C4CCCCC4)S(=O)(=O)C3)CC2)CC1 (stereo not given) | -3.9%
O=C(CC[C@H]1O[C@@H](n2cnc3c(NC(=O)c4ccccc4)ncnc32)[C@H](O)[C@@H]1O)NCCCN1CCOCC1 | -1.6%
CC1(C(=O)Nc2ccccc2)Cc2c(-c3cccc(C(F)(F)F)c3)ccnc2O1 (stereo not given) | 3.0%
O=C(Nc1ccccc1Sc1ccccc1)c1cnn2c1NC(=C1CC1)C=C2C(F)F | 19.8%
O=C(c1ccco1)N1CCN(C2CN(CCc3ccccc3)S(=O)(=O)C2)CC1 (stereo not given) | 3.3%
Oc1cccc(-c2sc3ccccc3c2-c2ccc(OCCN3CCCCC3)cc2)c1 | -50.6%
CC1(C(=O)NS(=O)(=O)c2ccccc2Cl)CCN1C(=O)CC1CC1 (stereo not given) | 6.8%
O=c1ccn([C@@H]2O[C@H](CNCc3cccn3-c3ccncc3)[C@@H](O)[C@H]2O)c(=O)[nH]1 | 19.2%
C=Cc1ccc(CC2(C)C(=O)Nc3ccc(-c4cccnc4)cc32)cc1 (stereo not given) | -53.5%
CCCCCCCCN1C(=O)[C@H](CC(=O)N2CCN(C(=O)OCC)CC2)C[C@@]2(C(=O)OC)CCCCC=C12 | -28.1%

Part of the list above, with each value named.
> CN1CCC(N2CCN(C3CN(C4CCCCC4)S(=O)(=O)C3)CC2)CC1 (stereo not given)
  BRCA1 expr act: -3.9%

> O=C(CC[C@H]1O[C@@H](n2cnc3c(NC(=O)c4ccccc4)ncnc32)[C@H](O)[C@@H]1O)NCCCN1CCOCC1
  BRCA1 expr act: -1.6%

> CC1(C(=O)Nc2ccccc2)Cc2c(-c3cccc(C(F)(F)F)c3)ccnc2O1 (stereo not given)
  BRCA1 expr act: 3.0%

> O=C(Nc1ccccc1Sc1ccccc1)c1cnn2c1NC(=C1CC1)C=C2C(F)F
  BRCA1 expr act: 19.8%
